# Screening data: PubChem BioAssay, several laboratories
# SRC1 inh: SRC1 coactivator transcriptional activity inhibitors, primary screen, cell-based, luminescence; inhibition, % at 3.6 µM; HEK293 GAL4-SRC1 luciferase reporter; actives 0.12% (n = 360,000); Nuclear receptor coactivator 1 (Homo sapiens), Q15788;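 active means inhibition above the campaign mean plus 3 SD, with each screening campaign given its own cutoff, cut at about 60% in these data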;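 further: 0% = DMSO treated cells and 100% = gossypol at 36 µM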
# NCOA2 inhibitor: inhibition of GAL4-SRC2 driven luciferase reporter, primary screen, SRC2 inhibitor project, cell-based, luminescence. inhibition, % at 9 µM. HEK293 GAL4-SRC2 luciferase reporter. actives 0.17% (n = 370,000). Nuclear receptor coactivator 2 (Homo sapiens), Q15596. AID 651957, 2012;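 active means inhibition above the mean inhibition of all tested compounds plus 3 SD, set per campaign, cut at about 52% in these data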;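 further: 0% = DMSO treated cells and 100% = cells given Gossypol at 36 µM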
# Target sequence (Q15596 whole entry, looked up, the tested form may be a part): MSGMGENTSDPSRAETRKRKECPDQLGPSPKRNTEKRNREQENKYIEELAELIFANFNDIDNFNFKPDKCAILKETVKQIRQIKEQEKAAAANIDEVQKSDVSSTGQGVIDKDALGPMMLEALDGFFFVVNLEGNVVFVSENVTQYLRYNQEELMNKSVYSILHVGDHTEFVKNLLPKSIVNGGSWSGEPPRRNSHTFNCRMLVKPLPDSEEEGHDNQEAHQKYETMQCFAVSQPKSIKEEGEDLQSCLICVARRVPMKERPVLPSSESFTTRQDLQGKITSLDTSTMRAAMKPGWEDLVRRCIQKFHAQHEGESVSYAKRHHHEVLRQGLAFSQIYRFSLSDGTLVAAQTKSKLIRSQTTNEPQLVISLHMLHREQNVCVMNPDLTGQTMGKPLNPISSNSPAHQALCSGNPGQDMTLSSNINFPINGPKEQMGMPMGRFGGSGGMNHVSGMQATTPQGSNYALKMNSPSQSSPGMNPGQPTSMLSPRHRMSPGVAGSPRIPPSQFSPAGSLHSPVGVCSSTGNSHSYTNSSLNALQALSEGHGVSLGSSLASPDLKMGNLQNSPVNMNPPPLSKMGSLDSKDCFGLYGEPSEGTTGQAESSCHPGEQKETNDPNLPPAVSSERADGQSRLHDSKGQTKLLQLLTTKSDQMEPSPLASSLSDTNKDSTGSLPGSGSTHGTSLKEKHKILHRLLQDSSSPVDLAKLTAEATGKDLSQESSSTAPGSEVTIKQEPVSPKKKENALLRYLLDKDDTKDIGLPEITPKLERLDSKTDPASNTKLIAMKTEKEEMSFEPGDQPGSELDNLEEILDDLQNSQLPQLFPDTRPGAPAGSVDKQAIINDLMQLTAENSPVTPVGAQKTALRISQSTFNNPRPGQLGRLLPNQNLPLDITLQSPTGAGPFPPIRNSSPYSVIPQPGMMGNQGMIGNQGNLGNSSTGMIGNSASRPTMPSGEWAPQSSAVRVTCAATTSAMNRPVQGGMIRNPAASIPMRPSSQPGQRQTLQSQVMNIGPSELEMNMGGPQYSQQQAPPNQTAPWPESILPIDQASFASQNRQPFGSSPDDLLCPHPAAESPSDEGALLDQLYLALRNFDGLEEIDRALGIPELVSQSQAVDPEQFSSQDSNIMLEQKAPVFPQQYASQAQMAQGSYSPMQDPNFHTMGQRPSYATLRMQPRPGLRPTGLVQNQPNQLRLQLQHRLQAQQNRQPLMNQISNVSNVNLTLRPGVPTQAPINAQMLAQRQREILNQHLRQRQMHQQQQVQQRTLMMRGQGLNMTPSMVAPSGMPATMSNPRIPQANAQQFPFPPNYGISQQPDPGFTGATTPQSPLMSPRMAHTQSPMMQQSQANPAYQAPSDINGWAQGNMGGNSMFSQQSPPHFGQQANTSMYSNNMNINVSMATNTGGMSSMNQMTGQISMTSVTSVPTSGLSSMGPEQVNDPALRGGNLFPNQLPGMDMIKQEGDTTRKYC
# NR5A2 inv ag: LRH-1 (NR5A2) inverse agonists, primary screen, cell-based, luminescence, HEK293T, StAR-luciferase reporter; actives 0.13% (n = 360,000); AID 602396, 2012; inhibition, % at 3.6 µM; LRH-1 transfected, 24 h; Nuclear receptor subfamily 5 group A member 2 (Homo sapiens), O00482;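 active means inhibition above the mean inhibition of all tested compounds plus 3 SD, cut at about 73% in these data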;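 further: 0% = DMSO wells and 100% = reporter-only cells lacking LRH-1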
# LMP1 NFkB inh: EBV LMP1-driven NF-kappaB luciferase reporter inhibitors, primary screen, cell-based, luminescence, single point; AID 504558, 2011; actives 0.69% (n = 350,000); LMP1-induced NF-kappaB luciferase reporter cells; inhibition, % at 12.5 µM; in the data active means inhibition above about 41%;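 further: 0% = neutral control wells and 100% = reference inhibitor control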
# TWEAK Fn14 block: inhibitors of TWEAK-Fn14 signaling, primary screen, luciferase reporter cells, uHTS; actives 2% (n = 360,000); inhibition, % at 10 µM; TWEAK-stimulated Fn14 reporter cells, luciferase luminescence, 8 h; in the data active means inhibition above about 50%
# NCOA3 inh: SRC3 coactivator transcriptional activity inhibitors, primary screen, cell-based, luminescence | Nuclear receptor coactivator 3 (Homo sapiens), Q9Y6Q9 | HEK293 GAL4-SRC3 luciferase reporter | inhibition, % at 3.6 µM | actives 0.17% (n = 360,000) | AID 588352, 2011;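 active means inhibition above a per-campaign cutoff, the mean of all compounds plus 3 SD, cut at about 60% in these data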;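 further: 0% = DMSO-treated cells and 100% = gossypol-treated cells at 36 µM; higher means less SRC3-driven luciferase light from the GAL4 reporter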
# TRAIL sens C8: viability loss with TRAIL in NB7+C8 cells, primary screen, TRAIL sensitizer project, cell-based, ATPlite luminescence. inhibition (viability loss, TRAIL sensitization), % at 10 µM. actives 1% (n = 360,000). AID 624354, 2012;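 active means compounds causing at least 50% loss of cell viability in the single-dose screen, relative to plate controls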
# NOD2 RIPK2 PPI: NOD2-RIPK2 binding disruptors in cells, primary screen, fluorescence, CHO cells, BLA complementation; Receptor-interacting serine/threonine-protein kinase 2 (Homo sapiens), O43353; CCF4 ratio; inhibition, % at 4.98 µM; actives 0.38% (n = 360,000); AID 624267, 2012; in the data active means inhibition above about 21%;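 further: 0% = vehicle only and 100% = reference blocker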
# COUP-TFII inh: NR2F2 transcriptional activity inhibitors, primary screen, cell-based, luciferase reporter, HEK293T, luminescence | inhibition, % at 8.6 µM | COUP transcription factor 2 (Homo sapiens), P24468 | AID 686940, 2013 | HEK293T NGFI-A luciferase reporter | actives 0.7% (n = 370,000);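 active means inhibition above a per-plate cutoff, mean inhibition of test wells between control levels plus 3 SD, cut at about 38% in these data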;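 further: cells cotransfected with COUP-TFII expression vector driving the NGFI-A reporter; 0% = median of COUP-TF2 test wells and 100% = reporter-only cells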
# TROY signal inh: inhibitors of TROY-driven NF-kB signaling, primary screen, Q293 LMP1-TROYcd cells, NF-kB luciferase, uHTS; Q293 LMP1-TROYcd NF-kB luciferase reporter, 4 h; inhibition, % at 10 µM; actives 0.98% (n = 360,000);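 active means compounds whose plate-normalised and pattern-corrected inhibition of the luciferase reporter signal at the single screening dose is 50% or more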
# TLR9-MyD88 block: inhibitors of TLR9-MyD88 association in cells, primary screen, cell-based, CHO, BLA complementation, fluorescence | actives 0.21% (n = 340,000) | inhibition, % at 4.98 µM | CCF4 FRET ratio;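 active means inhibition above the mean over all tested compounds plus 3 SD, cut at about 21% in these data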;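 further: 0% = DMSO only wells and 100% = clavulanate BLA inhibitor control wells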
# Starred values were filed as active, the others as inactive; . = no result given.
molecule	TROY signal inh	TWEAK Fn14 block	COUP-TFII inh	SRC1 inh	NOD2 RIPK2 PPI	TLR9-MyD88 block	LMP1 NFkB inh	NR5A2 inv ag	TRAIL sens C8	NCOA3 inh	NCOA2 inhibitor
O=C(Nc1ccccc1)Nc1ccc(Cl)c(S(=O)(=O)N2CCOCC2)c1	14	7	2	13	-6	-7	10	-22	-6	26	-2
O=C(COC(=O)c1cccc(S(=O)(=O)N2CCc3ccccc32)c1)Nc1ncc(Cl)cc1Cl	4	-60	-3	-4	8	7	-5	11	15	10	-3
N#Cc1ccccc1Sc1ccccc1C(=O)OCC(=O)N1CCN(C(=O)c2ccco2)CC1	18	-1	-4	2	2	-2	1	-8	-12	-3	0
CN(Cc1ccccc1)c1nc(CN2CCOCC2)nc2scc(-c3ccccc3)c12	11	-2	-5	13	6	-6	0	28	4	18	-7
O=C(O)c1ccc(C(=O)Nc2cccc(NC(=O)C3CCCO3)c2)cc1 (stereo not drawn)	3	-4	.	-5	3	-11	-2	5	-17	10	.
O=S(=O)(c1ccc(F)cc1)N1CC=C(c2ccccc2)CC1	-8	-5	-5	14	-7	.	.	-9	-4	4	2
O=C(Nc1nccs1)C12CC3CC(C1)CC(C(=O)Nc1nccs1)(C3)C2	11	46	18	-19	-5	-7	-3	22	8	-1	-22
O=C(NCC(c1ccc(F)cc1)N1CCOCC1)c1cccnc1Sc1ccccc1Cl (stereo not drawn)	4	-5	-4	-7	-14	2	-2	-4	13	-18	0
COc1cc(C(=O)N(C(C)C)C2CCCCC2)cc(OC)c1OC	-7	-26	-1	0	-4	-5	-4	4	3	-8	-7
COc1ccc(NC(=S)N2CCCCCC2)cc1OC	-17	12	7	-10	-5	12	4	-8	0	1	-26
CCCCCCNC(=O)N1C/C=C\C(c2ccc(OC)cc2)N(Cc2ccc(F)cc2)C(=O)C1 (stereo not drawn)	-10	1	2	-8	-1	0	4	-24	0	5	-8
O=C(NS(=O)(=O)N1CCOCC1)C1=C(N2CCCC2)COC1=O	10	-7	18	5	-9	5	2	-7	11	13	-11
COc1ccccc1C1CCN(C(=O)c2cnn(-c3ccccc3)c2C)CC1	15	22	1	5	-6	-1	5	-1	2	14	-3
CCOC(=O)C1=C(CSc2nc(-c3ccccc3)ccc2C#N)OC(N)=C(C#N)C1c1ccccc1 (stereo not drawn)	38	15	-13	-136	36*	32*	-28	-167	2	-73	-31
Cc1ccc(C)c(SCC(=O)Nc2cc(S(=O)(=O)N3CCOCC3)ccc2C)c1	8	10	8	-22	3	8	-1	4	7	-7	-11
COc1ccc(NS(=O)(=O)c2ccc(O)c(C(=O)OCC(=O)NC(C)C3CC4CCC3C4)c2)cc1 (stereo not drawn)	-23	13	16	-7	-4	10	-9	-9	-9	2	-11
CCOC(=O)CNc1nc2ccccc2n2c(C)nnc12	8	-7	9	9	-3	-5	-9	-10	-6	0	-4
COC(=O)c1ccc(Cn2c(C)cc(C)[n+]2C)o1	-24	-14	1	-5	2	-4	0	-3	1	0	1
O=C(CS(=O)(=O)c1ccccc1Cl)N1CCOCC1	9	-18	-6	10	-2	6	4	10	4	7	2
Cc1ccc2onc(CC(=O)O)c2c1	5	0	0	-29	-9	16	1	13	-2	6	-13
CC(=O)N1CN(CCCn2ccnc2)Cc2c1sc1c2CCCC1	-8	-12	-9	-5	-3	-6	5	-26	-7	4	15
O=C(NCCc1ccc(Cl)cc1)C1CCN(S(=O)(=O)c2cccs2)CC1	8	15	8	-37	-1	-8	-6	-1	6	-24	-11
O=C(CSc1ccc(Br)cc1)NCC(c1cccs1)N1CCOCC1 (stereo not drawn)	18	18	12	-1	-3	-8	3	3	11	12	19
Cc1ccc(S(=O)(=O)N2CCN(c3ccc(S(=O)(=O)N4CCOCC4)cn3)CC2)cc1	2	3	18	-17	-14	5	1	7	12	11	-9
CCOc1ccc(-c2c(C(=O)N/N=C(\C)c3ccco3)nnn2-c2nonc2N)cc1	-3	-1	0	-29	-7	0	1	4	-6	-5	-11
CCOC(=O)COc1cc(-n2c(=S)[nH]c3cc(OC)c(OC)cc3c2=O)c(Cl)cc1Cl	20	6	-11	-12	3	8	2	5	3	5	-3
COC(=O)N(C)c1ccccc1C(=O)N1CCOCC1	-3	6	2	6	-9	-15	-24	3	11	-4	6
COc1ccccc1C(=O)N/C(=C/c1ccco1)C(=O)Nc1cccc(C(=O)O)c1	-18	-7	9	-4	1	6	2	-7	1	-11	-7
Cc1ccc(-n2nc(C)c(C3(O)C(=O)N(C(C)C)c4ccccc43)c2N)cc1 (stereo not drawn)	2	12	9	-6	-10	-10	5	16	-10	-5	18
CS(=O)(=O)N1CCN(Cc2ccc([N+](=O)[O-])cc2)CC1	3	23	13	9	6	3	-4	2	-2	3	4

# Results in SRC1 inh, LMP1 NFkB inh and TROY signal inh (two entries from above):
mol,SRC1 inh,LMP1 NFkB inh,TROY signal inh
O=C(NCCc1ccc(Cl)cc1)C1CCN(S(=O)(=O)c2cccs2)CC1,-37,-6,8
CC(=O)N1CN(CCCn2ccnc2)Cc2c1sc1c2CCCC1,-5,5,-8

# (next part)
molecule	TROY signal inh	TWEAK Fn14 block	COUP-TFII inh	SRC1 inh	NOD2 RIPK2 PPI	TLR9-MyD88 block	LMP1 NFkB inh	NR5A2 inv ag	TRAIL sens C8	NCOA3 inh	NCOA2 inhibitor
O=C(c1[nH]c(C(F)(F)F)nc1-c1ccccc1)N1CCN(c2ncc(C(F)(F)F)cc2Cl)CC1	22	3	-6	12	2	.	.	-8	-2	7	8
CC(=O)c1c(C)[nH]c(C2=NNC(=NCc3ccccc3)SC2)c1C	18	3	-1	1	9	7	-3	-2	-2	12	-18
CCc1ccc(C(N)=S)cc1	5	13	-20	2	3	1	-8	9	-4	16	-9
O=C(NCCCN1CCOCC1)c1ccc2c(=O)n(Cc3cccc(Br)c3)c(=S)[nH]c2c1	13	-1	.	6	11	-5	-13	4	0	-5	.
Cc1cccc(CCN2CCN=C2Nc2ccccc2)c1	-10	-11	-20	-7	-15	-3	-1	-10	-6	-3	-13
CCOC(=O)N1CCC(NC(=O)CN2C(=O)CSc3ncccc32)CC1	-7	-14	1	8	-1	-5	3	3	-4	-16	-15
CCCC(CCC)=NNc1ccc(S(=O)(=O)Nc2ccccc2OC)cc1[N+](=O)[O-]	13	8	-10	-2	-22	4	-13	-6	0	15	9
O=C(CNC(=O)C1CCCC1)Nc1ccccc1Br	-11	5	2	-26	-2	-1	0	-5	4	3	20
O=[N+]([O-])c1cc(S(=O)(=O)Nc2ccccc2)ccc1NCc1ccccc1	22	10	-14	-21	-3	-4	-13	-9	-3	8	3
CC(=O)N1C(=O)N(C(C)=O)C2C1N(C)C(=O)N2C(C)=O (stereo not drawn)	2	-9	6	-10	-1	-6	8	5	-7	5	-19
O=C(CNC(=O)c1ccccc1F)OCc1csc(-c2ccccc2)n1	-27	-2	-20	-28	-14	-5	-5	-1	2	-15	0
O=C1CC(c2ccc(OCCCCCOc3ccc(C4CC(=O)NC4=O)cc3)cc2)C(=O)N1 (stereo not drawn)	38	49	4	-3	-10	-4	5	16	11	5	-10
CCN1C(=O)[C@H]2[C@H]3CN=C(SCc4ccc(C)cc4)N3[C@@](C)(C(=O)OC)[C@H]2C1=O	-1	8	-6	-4	3	2	-5	6	-6	4	-46
CN(Cc1ccccc1)C(=O)C1CCN(S(=O)(=O)c2cccc3nsnc23)CC1	-8	-10	23	-4	-9	-8	1	3	-3	10	3
O=C(NCc1cccnc1)c1cc(C2CCCCN2C(=O)c2cccs2)on1 (stereo not drawn)	-7	19	-14	8	-1	.	.	-5	-8	1	8
CCn1c(=O)c2cc(C(=O)NCCCOC)sc2c2ccccc21	1	5	-1	-3	-3	-13	-7	-9	24	-9	-29
CCN(C(=O)c1ccc(N2CC3CC(C2)c2cccc(=O)n2C3)c(NC(=O)c2ccncc2)c1)c1cccc(C)c1 (stereo not drawn)	-2	-31	-6	5	4	7	-9	14	-26	-10	-16
CCOC(=O)c1sc(=NC(=O)c2ccccc2Br)n(C)c1C	-75	-25	-53	-94	-8	1	-36	-92	13	-76	-60
CCSc1ccccc1C(=O)N1CCN(c2ccccc2F)CC1	7	-5	0	-24	-6	-9	6	-4	1	11	11
CC(C)[C@@H]1CC[C@@H](C)C[C@H]1OC(=O)C[n+]1cc(-c2ccc(Cl)cc2)n2c1CCCCC2	50	64*	24	11	-15	-5	30	23	40	37	9
O=C(C[n+]1ccccc1)Nc1ccc(Oc2ccccc2)cc1	6	8	-17	0	5	-15	-7	5	-11	9	21
CC(=O)N1CCN(CCS(=O)(=O)c2ccc(Br)cc2)CC1	16	6	-7	8	-2	0	-4	-6	2	-6	14
OC1(c2ccccc2F)CCN(Cc2nnc(-c3ccccc3)o2)CC1	-24	-15	6	-7	-1	0	-7	18	6	22	6
O=C1NC(c2ccc(Br)cc2)Nc2ccccc21 (stereo not drawn)	-38	-5	-19	-33	3	12	-11	0	33	-49	-10

# Quoted at random: 3 records from the list
molecule	TROY signal inh	TWEAK Fn14 block	COUP-TFII inh	SRC1 inh	NOD2 RIPK2 PPI	TLR9-MyD88 block	LMP1 NFkB inh	NR5A2 inv ag	TRAIL sens C8	NCOA3 inh	NCOA2 inhibitor
COc1ccc(NC(=S)N2CCCCCC2)cc1OC	-17	12	7	-10	-5	12	4	-8	0	1	-26
CCOC(=O)N1CCC(NC(=O)CN2C(=O)CSc3ncccc32)CC1	-7	-14	1	8	-1	-5	3	3	-4	-16	-15
COc1ccccc1C(=O)N/C(=C/c1ccco1)C(=O)Nc1cccc(C(=O)O)c1	-18	-7	9	-4	1	6	2	-7	1	-11	-7

# These rows are one share of the data; count on the stated rates, not on these rows.
